High-throughput results: PubChem, National Center for Advancing Translational Sciences (NCATS)
GALK inhibitor: galactokinase (human) inhibition; Potency, µM (series often up to 57.5 µM), without a hit: at the top dose activity change, negative = inhibition, hits mostly inhibitors; Purified GALK, Kinase-Glo residual ATP luminescence; hit rate 0.007% among 270,000; further: potency means the concentration at half of the fitted maximal effect; on the % scale 0 is the no-effect control and ±100 the full control effect
Target sequence (P51570 whole entry, looked up): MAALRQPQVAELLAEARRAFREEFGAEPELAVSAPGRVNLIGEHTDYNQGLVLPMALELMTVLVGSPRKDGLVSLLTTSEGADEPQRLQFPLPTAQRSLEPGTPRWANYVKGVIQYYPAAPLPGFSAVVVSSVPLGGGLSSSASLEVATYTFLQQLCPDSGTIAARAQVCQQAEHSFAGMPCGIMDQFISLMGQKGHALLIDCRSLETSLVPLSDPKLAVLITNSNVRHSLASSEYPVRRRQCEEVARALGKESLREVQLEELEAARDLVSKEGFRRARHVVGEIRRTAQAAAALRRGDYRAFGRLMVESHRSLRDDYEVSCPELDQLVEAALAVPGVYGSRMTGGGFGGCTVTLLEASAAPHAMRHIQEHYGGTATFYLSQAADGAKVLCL
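Luminescence from leftover ATP (Ultra-Glo luciferase/luciferin) served as read-out after a 1 h room-temperature reaction of 5 nM GALK with 35 uM ATP and 100 uM galactose.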
PKM2 activator: activators of human pyruvate kinase M2; P14618; purified PKM2, Kinase-Glo ATP luminescence, activation; response scale: 0% is enzyme alone, no compound; Potency, µM (highest dose often 57.5 µM), without a hit: at the highest dose activation, usual class: activators; hit rate 0.34% among 260,000; further: potency means the concentration at half of the fitted maximal effect; on the % scale 0 is the no-effect control and ±100 the full control effect; nearly all actives have a fitted effect of over 55% in size
Target sequence (P14618 whole entry, looked up): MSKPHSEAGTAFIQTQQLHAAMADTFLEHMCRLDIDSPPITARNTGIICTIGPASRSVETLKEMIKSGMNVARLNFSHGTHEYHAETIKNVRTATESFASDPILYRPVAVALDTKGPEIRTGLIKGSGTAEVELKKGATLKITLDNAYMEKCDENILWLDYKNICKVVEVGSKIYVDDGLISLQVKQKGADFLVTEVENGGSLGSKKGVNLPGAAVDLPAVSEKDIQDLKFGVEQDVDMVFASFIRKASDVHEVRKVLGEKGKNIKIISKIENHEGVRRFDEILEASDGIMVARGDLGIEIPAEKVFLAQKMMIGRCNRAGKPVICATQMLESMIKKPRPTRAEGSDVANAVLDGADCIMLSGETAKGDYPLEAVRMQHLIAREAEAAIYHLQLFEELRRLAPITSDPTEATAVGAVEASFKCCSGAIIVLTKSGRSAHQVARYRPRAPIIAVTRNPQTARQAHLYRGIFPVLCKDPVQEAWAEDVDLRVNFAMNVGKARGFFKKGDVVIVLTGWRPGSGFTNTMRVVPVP
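Purified hPK-M2 (>95% pure) converted ADP (0.1 mM final) to ATP with 0.5 mM PEP in 50 mM imidazole pH7.2, KCl, MgCl2, Tween 20, BSA; 1 h at room temperature. ATP detected by Kinase-Glo luminescence.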
B2AR arrestin: agonists driving beta-arrestin recruitment to human beta2-adrenergic receptor | beta-arrestin recruitment to beta2AR, cell-based reporter | AID 492947 | hit rate 0.02% among 330,000 | Potency, µM (series often up to 46.1 µM), without a hit: at the highest dose activation, most hits filed as activators | P07550;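 further: potency means the concentration at half of the fitted maximal effect; 0% = DMSO controls and full agonism = EC100 isoproterenol or metaproterenol; nearly all actives have a fitted effect of over 65% in size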
Menin MLL FP TR: displaces Texas Red mutant MLL peptide from human menin. hit rate 0.23% among 270,000. AID 1768. Potency, µM (series often up to 61.6 µM), for the others: top-dose FP activity change, negative = inhibition, actives largely listed as inhibitors. Menin + Texas Red MLL mutant peptide, fluorescence polarization; active means well fitted inhibition curve with a large enough effect in the polarisation, with a control signal flat, not every such curve was filed as active; inconclusive means small, poorly fitted or top-dose-only effect, or effect the other way, or a change in a side signal; inactive means no such curve, though single readings can be large or run the other way; the % refers to the polarisation; further: potency means the concentration at half of the fitted maximal effect; % of control where 0% means no effect; many of its hits are not listed in these tables
TSG101-PTAP inh: blocks PTAP/TSG101 interaction to inhibit HIV-1 budding; Fluorescence polarization, FITC-PTAP peptide / Tsg101 binding; Potency, µM (titrated, usually from 115 µM), for inactives: at the highest dose activity change, negative = inhibition, usual class: inhibitors; Q99816; 340,000 tested, under 10 active; active means well fitted inhibition curve with a large enough effect in the main read-out, with a control signal flat, not every such curve was filed as active; inconclusive means small, poorly fitted or top-dose-only effect, or effect the other way, or a change in a side signal; inactive means no such curve, though single readings can be large or run the other way; further: potency means the concentration at half of the fitted maximal effect; % of control where 0% means no effect
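Fluorescence anisotropy tracks displacement of a FITC-tagged PTAP peptide (50 nM) from the Tsg101 binding domain (10 uM), following a 20 min room-temperature incubation at pH 7.5.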
Tb PFK block: blocks T. brucei phosphofructokinase; Potency, µM (top dose mostly 57.5 µM), for inactives: at the top dose activity, negative = inhibition, most hits filed as inhibitors; O15648; hit rate 0.17% among 330,000; T. brucei PFK, ADP-Glo luminescence;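 further: potency means the concentration at half of the fitted maximal effect; 0% = uninhibited 1x PFK enzyme wells and -100% = no-enzyme wells; nearly all actives have a fitted effect of over 60% in size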
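Luminescent ADP detection (ADP-Glo, two-step: ATP depletion then ADP-to-ATP conversion for luciferase) reported PFK activity after 45 min room-temperature reaction of 1.25 nM enzyme with 0.5 mM F6P and 0.1 mM ATP at pH 8.0.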
Giardia kill: kills Giardia lamblia | Giardia lamblia trophozoite viability | activity change, % at 7.66 µM, hits read low | hit rate 0.15% among 340,000; in the data active means activity change below about -80%; inconclusive means between about -30% and that limit;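 further: parasites exposed to compound for two days anaerobically before the ATP read; on the % scale 0 is the no-effect control and ±100 the full control effect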
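Luminescent ATP signal served as the viability read-out, measured 15-30 min after adding ATP detection reagent to trophozoites that had been incubated with compounds for 48 hrs at 37 deg C anaerobically at 100 cells/well.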
ASM inhibitor: blocks human secretory acid sphingomyelinase. P17405. placental ASM, HMU-PC fluorogenic substrate, 60 min. Potency, µM (highest dose often 57.5 µM), inactives show top-dose activity change, negative = inhibition, most hits filed as inhibitors. hit rate 0.006% among 340,000. AID 504937; further: potency means the concentration at half of the fitted maximal effect
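Steps: dispense placental human ASM, pin compound, wait 10 min at room temperature, add HMU-PC0 substrate at 9 uM final, incubate 60 min at 37 °C, add stop solution raising pH to 10, read fluorescence.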
BCR signal inh: chronic active BCR signaling inhibition | ABC-DLBCL IkBa-CBG/CBR reporter, luminescence ratio, 4 h | Potency, µM (highest dose often 46.1 µM), without a hit: at the top dose ratio change, negative = lower green/red ratio, hits mostly inhibitors | hit rate 0.05% among 340,000; active means well fitted inhibition curve with a large enough effect in the signal ratio, with a control signal flat, not every such curve was filed as active; inconclusive means small, poorly fitted or top-dose-only effect, or effect the other way, or a change in a side signal; the % refers to the signal ratio;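 further: potency means the concentration at half of the fitted maximal effect; plate controls were basal doxycycline-induced cells for no effect and cells given 10 µM MG132 for full effect; MG132 reads +100%, hits lower the ratio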
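Concentration-response series (up to 46 uM) were applied to TMD8 dual-reporter cells for 4 h at 37C with doxycycline. Green/red ratio, after filter-overlap correction, defined %Activity; red signal alone was normalised to basal cells and zero luminescence.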
a7 integrin act: integrin-mediated muscular dystrophy alleviation activation; alpha7betagal myoblasts, beta-gal FDG fluorescence, 48 h; Potency, µM (highest dose often 38.3 µM), without a hit: at the top dose activation, hits mostly activators; AID 624291; hit rate 0.064% among 350,000;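 further: potency means the concentration at half of the fitted maximal effect; 100% = response of the positive control SU9516; nearly all actives have a fitted effect of over 60% in size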
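alpha7betagal+/- myoblasts (passage 13, 250/well) treated 48 h at 37C with compounds at 1:260 dilution of DMSO stock. Lysed, then beta-galactosidase activity read as FDG fluorescence (ex 480/em 540) after 30 min, with pre-read for autofluorescence.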
Coupling enz: coupling enzyme interference in Giardia aldolase counter-screen. coupling enzyme system counterscreen, AmpLite Red fluorescence. activity change, negative = inhibition, % at 58.2 µM, hits read low. hit rate 0.67% among 290,000. AID 2472; in the data active means activity change below about -30%; further: on the % scale 0 is the no-effect control and ±100 the full control effect
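Counterscreen lacking aldolase: glyceraldehyde-3-phosphate coupling-enzyme reagent preincubated 10 min at RT with compound (at 57.5 uM final), then substrate/coupling system with AmpLite Red added; fluorescence read at 525/598 nm after 20 min RT.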
* hit, by the source's call; ? = inconclusive; / = no result given; & = joins results of further samples; [ ] = another dose, or the depositor's remark. Unless noted, the call rests on the fitted dose curve; in most records, active means well fitted curve in the direction sought with a large enough effect; inconclusive means small, poorly fitted or top-dose-only effect, or another doubt; inactive means no such curve, though single readings can be large; an effect the other way counts as inactive or inconclusive. Only part of the results is shown (hit frequency here may not be typical).

SMILES	GALK inhibitor	PKM2 activator	B2AR arrestin	Menin MLL FP TR	TSG101-PTAP inh	Tb PFK block	Giardia kill	ASM inhibitor	BCR signal inh	a7 integrin act	Coupling enz
COc1cc2c(=O)n(CCC(=O)NCC3CCCO3)c(=O)n(CC(=O)Nc3ccc(C)cc3)c2cc1OC (centres undefined)	4%	/	0.1%	-18%	-16%	2%	?	-2%	-1%	7%	1
NC(=S)NN=C(Cc1ccccc1)Cc1ccccc1	1%	1%	?	2%	0%	-1%	8	2%	?	11%	-3
CCCCCNC(=O)c1ccc2c(=O)[nH]c3c(C(=O)NCC4CCCO4)sc(=S)n3c2c1 (centres undefined)	-2%	1%	0.2%	?	-10%	-1%	-13	-1%	?	6%	7
Cc1cc(OCC(=O)NC2CC(C)(C)NC(C)(C)C2)c(C)cc1Br	2%	-9%	-0.7%	/	-1%	0%	-5	0%	?	-54%[inhibitor]	/
COCc1cc(CN2CCCC2)c(O)c2ncccc12	?	-3%	?	-28%	-11%	4%	-13	-1%	?	-53%[inhibitor]	-4
COC(=O)c1ccccc1NC(=S)NC(NC(=O)COc1ccccc1)C(Cl)(Cl)Cl (centres undefined)	-3%	-6%	0.4%	?	-2%	-1%	26	-8%	?	7%	0
N#CCN1CCC/C1=C\[N+](=O)[O-]	3%	10%	0.3%	-2%	-10%	2%	3	2%	-36%	-1%	5
CCOC(=O)C1CCN(C(=O)c2ccc(C)o2)CC1	/	/	0.1%	/	-3%	4%	16	9%	-4%	-40%	/
O=C(O)c1ccc(N(Cc2ccccc2)S(=O)(=O)c2ccccc2)cc1	9%&4%	-2%	0.2%&-0.5%	9%&15%	-1%&-5%	3%&3%	2&-6	0%&6%	8%&8%	33%&44%	2&2
Cc1cc(C)cc(NC(=O)CN(C)S(=O)(=O)c2cnc[nH]2)c1	0%	0%	-0.1%	-19%	-4%	1%	-15	0%	?	-9%	1
CCOC(=O)N1CC(=O)Nc2ccc(Br)cc2C1c1ccccc1 (centres undefined)	-2%	-1%	-1.1%	/	-5%	-3%	10	-5%	0%	2%	-1
COCCN(C(=O)COC(=O)c1nc(Cl)ccc1Cl)c1c(N)n(Cc2ccccc2)c(=O)[nH]c1=O	/	/	-1.8%	/	2%	0%	-15	-1%	1%	1%	/
O=S(=O)(NCCOCCNS(=O)(=O)c1ccccc1)c1ccccc1	-3%	20%	-0.5%	-3%	0%	0%	-15	0%	?	15%	3
O=C(CN1C(=O)/C(=C\c2cccc(Cl)c2)Oc2ccccc21)N1CCN(c2ccccn2)CC1	4%	2%	0.1%	5%	/	-2%	/	/	?	/	0
C=C(C)c1cccc(C(C)(C)NC(=O)N2CCN(C)CC2)c1	-2%	-1%	0.0%	22%	-1%	0%	-13	6%	2%	-5%	1
Cc1c(C(=O)NCCc2ccc(Cl)cc2)sc2nc3n(c(=O)c12)CCC3	5%	/	-0.5%	/	-14%	-10%	-14	-14%	2%	15%	/
COc1ccc(NC(=O)[C@@H](NC(=O)c2ccccc2)C(C)C)cc1S(=O)(=O)N1CCCCC1	1%	-1%	-0.6%	-12%	-1%	-1%	5	-1%	8%	25%	-2
CC(=O)CCc1c(C)c2cccc(C)c2[nH]c1=O	-1%	-7%	0.4%	-5%	-9%	-1%	-1	-7%	-3%	21%	0
COc1ccccc1/C=C/C(=O)/C=C/c1ccccc1O	2%	-3%	-0.1%	/	-3%	-4%	-2	0%	?	-21%	-13
O=C(NCc1ccco1)c1ccc(Br)c(S(=O)(=O)N2CCCCC2)c1	3%	-8%	-1.0%	0%	-4%	2%	-3	2%	1%	8%	0
NC(=O)C1(N2CCCCC2)CCN(C(=S)NCCc2ccccc2)CC1	-1%	/	0.0%	3%	-10%	-1%	-7	7%	1%	-12%	-1
COc1ccc(CCNC(=O)c2ccc(NC3=NC4CS(=O)(=O)CC4S3)cc2)cc1OC (centres undefined)	1%	/	0.5%	/	0%	1%	-11	7%	0%	6%	/
Cc1nccn1CCCNC(=O)CC1C(=O)NCCN1Cc1ccc(Cl)c(F)c1 (centres undefined)	6%	-12%	0.1%	-14%	-6%	-4%	-26	6%	1%	0%	-2
CC(=O)Nc1ccc(S(=O)(=O)Nc2ccccc2C(=O)N2CCCC2)cc1	7%	/	-0.2%	8%	1%	-9%	-1	-17%	?	0%	1
CN(Cc1cnn(C)c1)C(=O)C1CCC(=O)N(Cc2cccc(F)c2)C1 (centres undefined)	-6%	0%	0.0%	/	0%	3%	-1	2%	0%	5%	/
CC(C)(C)NC(=O)C(c1ccc(-c2ccccc2)cc1)N(C[C@H]1CC[C@@H]([C@@H]2CC[C@H](CO)O2)O1)C(=O)c1ccccc1F (some centres undefined)	/	/	0.2%	/	0%	-3%	8	-7%	?	6%	/
CC(=O)Nc1ccc(S(=O)(=O)NC2C3(C)CCC(C3)C2(C)C)cc1 (centres undefined)	-2%	1%	3.5%	24%	-2%	-4%	6	2%	1%	-7%	0
Cn1c(=O)c2c(SCc3cccnc3)nc(CC(C)(C)C)nc2n(C)c1=O	1%	1%	0.4%	-7%[11.7 µM]	1%	-8%	-12	-12%	8%	10%	1
CCC(=O)c1ccc(OCC(=O)OCC(=O)NCC2CCCO2)cc1 (centres undefined)	-4%	-5%	-0.2%	/	-2%	1%	11	0%	0%	-6%	/
O=C(CSc1ccc2ccccc2c1)NC1CCCc2ccccc21 (centres undefined)	0%	3%	3.7%	-1%	0%	-11%	5	-3%	0%	2%	1
Cc1nc(NC(=O)CCc2ccccc2)ccc1Br	-2%	-6%	0.1%	2%	-2%	-1%	-3	-3%	?	16%	2
O=C(NCc1cccs1)c1cc(S(=O)(=O)N2CCOCC2)c(Cl)cc1Cl	0%	-3%	-1.0%	15%	-2%	0%	-7	-1%	-4%	20%	1
O=C(NCc1ccccn1)c1ccc(Cl)c(S(=O)(=O)N2CCCCC2)c1	-1%	-6%	-0.6%	0%	-6%	0%	-3	-4%	-1%	-12%	-1
CCN1CCN(CCOc2ccc(Br)cc2C)CC1	0%	0%	-0.2%	4%	-4%	-7%	-4	3%	-6%	-51%[inhibitor]	0
COc1cc(C(=O)O/N=C(\N)c2cccc([N+](=O)[O-])c2)cc(OC)c1OC	0%	0%	-1.0%	/	2%	3%	5	-2%	?	?	3
Cc1sc(-c2ccccn2)nc1OC(=O)c1ccc(F)cc1F	-1%	-5%	0.2%	-1%	0%	1%	12	-1%	?	0%	0
CC(=O)NC(CC(=O)N(Cc1ccccc1)c1ccc(C)cc1)c1ccccc1 (centres undefined)	-7%	2%	1.7%	/	/	-7%	8	-1%	?	20%	/
Cc1ccccc1NC(=O)C(C#N)Cc1cccnc1 (centres undefined)	-1%	-1%	-0.4%	5%	1%	2%	-8	1%	-2%	3%	-1
O=C(Nc1ccc(Cl)cc1C(=O)Nc1ccc(Br)cn1)c1ccco1	0%	2%	/	-13%	0%	/	-3	-10%	/	-10%[7.66 µM]	-2
COc1cccc(N(CC(=O)NC2CCCCC2)C(=O)CCCC(=O)Nc2ccccn2)c1	-2%	-1%	-0.1%	-13%	-5%	0%	11	0%	14%	-20%	0
Cc1nn(C)c(Oc2ccccc2)c1CCNC(=O)C(C)(C)C	6%	-4%	0.6%	4%	-4%	-3%	11	-1%	-11%	8%	9
CCN1/C(=C\C=C2\C(=O)N(c3ccccc3)C(=S)N2C)Sc2ccccc21	5%	-12%	0.1%	?	-5%	2%	23	2%	3%	24%	-5
Cc1cc(C)n2cc(CSc3nnc(N)s3)nc2n1	3%	-28%	0.5%	9%	-3%	-1%	1	3%	1%	16%	3

Limited to PKM2 activator, for three of the compounds above:
SMILES	PKM2 activator
CC(=O)NC(CC(=O)N(Cc1ccccc1)c1ccc(C)cc1)c1ccccc1 (centres undefined)	2%
Cc1ccccc1NC(=O)C(C#N)Cc1cccnc1 (centres undefined)	-1%
O=C(Nc1ccc(Cl)cc1C(=O)Nc1ccc(Br)cn1)c1ccco1	2%
